# MgcRacGAP inhibition – MgcRacGAP GTPase-activating activity inhibitors, confirmation, biochemical, ADP Hunter fluorescence | Rac GTPase-activating protein 1 (Homo sapiens) | MgcRacGAP-stimulated Rac1 GTP hydrolysis, ADP Hunter fluorescence; higher % means a stronger effect; GST-tagged Rac1 F28L mutant substrate | inhibition, % at 30 µM, or IC50 in µM where a hit was titrated | 0.6% of 340,000 active | AID 624330, 2012;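 active = first-screen hits whose inhibition reached a set limit at any dose in the follow-up dose series; inconclusive = inhibition above the set first-screen limit but never retested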;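 note: fluorescence reports GDP produced by GAP-driven GTP hydrolysis; strong numbers were not always called active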
# NTR1 ag – agonists of NTR1, primary screen, imaging, U2OS cells, beta-arrestin-GFP, high content (AID 493036); Neurotensin receptor type 1 (Homo sapiens), P30989; NTR1-U2OS beta-arrestin-GFP spot imaging, agonist mode; activation, % at 20 µM; 0.17% of 330,000 active;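 active = activation at or above 40% of the spot to cytoplasm intensity ratio, with at least 20 cells analyzed; inconclusive = wells under 20 cells, flagged as cytotoxic or low count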;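 note: 0% = DMSO without peptide and 100% = 100 nM NTR1 peptide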
# Target sequence (P30989 whole entry, looked up): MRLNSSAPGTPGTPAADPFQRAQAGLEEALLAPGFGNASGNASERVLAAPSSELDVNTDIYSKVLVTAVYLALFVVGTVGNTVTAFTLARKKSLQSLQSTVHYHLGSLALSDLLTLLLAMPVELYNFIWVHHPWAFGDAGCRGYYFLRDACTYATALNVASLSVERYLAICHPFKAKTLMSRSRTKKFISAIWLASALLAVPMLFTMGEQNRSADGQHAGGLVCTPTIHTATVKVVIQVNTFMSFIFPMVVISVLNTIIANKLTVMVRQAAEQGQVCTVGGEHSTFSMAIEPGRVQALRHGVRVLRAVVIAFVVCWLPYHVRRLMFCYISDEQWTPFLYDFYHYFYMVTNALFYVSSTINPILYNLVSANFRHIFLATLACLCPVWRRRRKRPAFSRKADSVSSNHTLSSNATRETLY
# K1F lysis inhibition – inhibition of K1F phage lysis, E. coli UTI89, bacterial capsule biogenesis inhibitors, alamar blue (AID 488966) | E. coli UTI89 K1F phage lysis, alamar blue, 2 h; higher % means a stronger effect | 0.02% of 340,000 active | one-dose inhibition, % at 100 µM; IC50 in µM for titrated hits;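 active = phage lysis inhibition, versus mean bacterial control, above a set limit; inconclusive = no clear call, values can overlap the other calls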;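 note: capsule biogenesis inhibitors block K1F phage lysis so surviving cells raise fluorescence; higher fluorescence means more inhibition of phage lysis; actives were called in the ten point dose series up to 300 µM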
# NTR1 ag cell count 20 µM – recorded beside NTR1 ag, whose call it bears; cell count; measured here: cell count, cytotoxicity flag
# * = called active by the depositor; i = inactive; ? = inconclusive; [ ] = another dose, or the depositor's remark.
# Every second line gives: MgcRacGAP inhibition	NTR1 ag	NTR1 ag cell count 20 µM	K1F lysis inhibition
CC1(C)CC(=O)C2=C(C1)Nc1ccccc1NC2c1ccc([N+](=O)[O-])cc1 (stereo not given)
 : 10%	1.3	51	0.5%
COc1ccccc1C(=O)NC(=O)COC(=O)CCOc1ccc(C)cc1
 : 7%	0.7	47	0.6%[50 µM]
CN(CC(=O)Nc1ccccc1Br)C(=O)CCCSc1nc2ccccc2[nH]1
 : 7%	-1.1	50	1.0%[50 µM]
CC(C)(C)C(=O)OCOC(=O)[C@@H]1N2C(=O)[C@@H](N=CN3CCCCCC3)[C@H]2SC1(C)C
 : 1%	-0.1	61	?
CC(=O)c1ccc(S(=O)(=O)N2CCN(c3nc4c(C)c(C)ccc4cc3C#N)CC2)cc1
 : -1%	7.9	48	0.7%
Nn1c(SCC(=O)NC2CCCc3ccccc32)nnc1C1CC1 (stereo not given)
 : 4%	-0.6	19	1.6%[50 µM]
CC1CCCC(NC(=O)COC(=O)CCC(=O)c2ccc(F)cc2)C1C (stereo not given)
 : 4%	-0.5	68	-2.0%
COC(=O)[C@@H]1CC[C@@](C)(c2ccc(OC)cc2)C1(C)C
 : 0%	-0.3	65	1.2%
COc1ccc(C2(C)NC(=O)N(CC(=O)Nc3ccc4[nH]c(=O)[nH]c4c3)C2=O)cc1 (stereo not given)
 : -7%	-0.8	68	-0.1%[50 µM]
CN(C1CCCCC1)S(=O)(=O)c1cccc(C(=O)Nc2ccccn2)c1
 : 8%	2.4	52	-1.7%
CS(=O)(=O)c1ccc(NC(=O)CCN2C(=O)C3CCCCC3C2=O)cc1 (stereo not given)
 : 8%	0.1	73	1.2%[50 µM]
CC(NC(=O)CN1C(=O)NC2(CCCCCCC2)C1=O)c1ccccc1 (stereo not given)
 : 0%	-0.1	63	1.1%[50 µM]
Cc1ccc(SCC(=O)OCC(=O)N(CCC#N)c2ccccc2)cc1C
 : 1%	2.2	52	0.4%[50 µM]
CN1CCN(S(=O)(=O)c2cccc(C(=O)N(C)C(c3ccccc3)c3ccccc3)c2)CC1
 : 5%	-0.5	65	1.1%[50 µM]
CCOC(=O)C1Oc2ccccc2C(c2ccoc2)=C1C(=O)OC (stereo not given)
 : 1%	2.3	48	0.1%
O=C(COC(=O)c1cc2ccccc2o1)NCc1ccco1
 : 1%	-1.5	58	1.1%[50 µM]
COc1cc(C=NNc2ccc(S(=O)(=O)Nc3ccccc3C(=O)O)cc2[N+](=O)[O-])ccc1O
 : ?	3.9	56	1.9%
CCOc1ccccc1NC(=O)C(c1ccccc1)N1CCN(CC(=O)N2CCCC2)CC1 (stereo not given)
 : 2%	0.0	62	0.8%[50 µM]
Cc1ccc(C)c(S(=O)(=O)Nc2ccc(-n3cnnn3)cc2)c1
 : -7%	1.8	53	i
CN(c1ccccc1)S(=O)(=O)c1cccc(C(=O)NCc2ccccc2)c1
 : 5%	-1.2	88	0.2%[50 µM]

# Some of the entries so far, tab-delimited:
SMILES	MgcRacGAP inhibition	NTR1 ag	NTR1 ag cell count 20 µM	K1F lysis inhibition
CC1(C)CC(=O)C2=C(C1)Nc1ccccc1NC2c1ccc([N+](=O)[O-])cc1 (stereo not given)	10%	1.3	51	0.5%
Cc1ccc(C)c(S(=O)(=O)Nc2ccc(-n3cnnn3)cc2)c1	-7%	1.8	53	i
CCOC(=O)C1Oc2ccccc2C(c2ccoc2)=C1C(=O)OC (stereo not given)	1%	2.3	48	0.1%

# (further entries)
# Every second line gives: MgcRacGAP inhibition	NTR1 ag	NTR1 ag cell count 20 µM	K1F lysis inhibition
Cn1c(=NC(=O)CS(=O)(=O)c2ccc(F)cc2)sc2ccccc21
 : 9%	0.2	37	0.9%[50 µM]
Cc1ccccc1OCC(=O)OCC(=O)NCCNC(=O)COC(=O)COc1ccccc1C
 : 7%	-0.1	69	0.6%[50 µM]
CCCNC(=O)c1c(CSc2ccc(Cl)cc2)noc1C(=O)NCc1ccccc1
 : 3%	-2.8	72	-0.5%
CCCCC(=O)Nc1ccc(C2C(=O)c3ccccc3C2=O)cc1
 : 15%	-0.2	44	0.4%
CCN(CC)C(=O)c1nc[nH]c1C(=O)O[C@@H](C)c1ccccc1
 : 5%	-0.9	67	0.5%
CCN(CC)CCn1c2c(c(SCC(=O)Nc3ccc4c(c3)OCCO4)nc1=O)CCC2
 : 0%	0.2	58	0.2%[50 µM]
CCOC(=O)c1ccc(S(=O)(=O)NCCNCc2ccccc2)cc1
 : 3%	0.0	63	-1.4%
Nc1cc(C(=O)OCC(=O)NCCC2=CCCCC2)ccc1Cl
 : 3%	1.1	63	3.0%
O=C1c2c(O)cc(O)cc2O[C@H](c2ccc(O)c(O)c2)[C@H]1O
 : 13%	1.5	50	2.1%
Cc1ccc(C(=O)O)cc1NC(=O)CSc1nnc(-c2ccccc2F)n1C1CCCCC1
 : 2%	-1.5	40	0.0%[50 µM]
CC(C)C[C@@]12C(=O)N(c3cccc(Cl)c3)C(=O)N1[C@H](c1ccc(Br)cc1)[C@@H]1C(=O)N(C(C)(C)C)C(=O)[C@@H]12
 : -11%	0.0	73	1.8%
CN(C(=O)COC(=O)c1ccc(F)c(S(=O)(=O)N2CCOCC2)c1)C1CCS(=O)(=O)C1 (stereo not given)
 : 4%	0.8	59	0.9%[50 µM]
c1ccc(C[C@H]2CNCCN2CC2CCCCC2)cc1
 : 10%	0.7	79	1.6%
CCCCCCCCN1[C@@H](CC(=O)OCC)c2cc(C(F)(F)F)ccc2S1(=O)=O
 : 10%	5.9	72	2.2%
O=S(=O)(Nc1cc(Cl)ccc1-n1cncn1)c1ccccc1Cl
 : 3%	-2.7	54	0.4%[50 µM]
O=[N+]([O-])c1cc([N+](=O)[O-])c(Oc2cc(Cl)cc(Cl)c2)cc1NN1CCCCC1
 : -1%	0.3	99	0.8%
N#Cc1c(C(F)(F)F)cc(Cc2ccccc2)nc1SCC(=O)NCC(=O)O
 : 7%	0.7	53	-0.6%
Cc1cccc(C)c1C(=NCCN(C)C)c1ccccc1
 : 3%	-1.6	48	-1.7%
COCCn1c(C)cc(C(=O)COC(=O)c2ccc(S(=O)(=O)N(C)C)cc2)c1C
 : -3%	0.1	58	-0.7%
Cc1cc(NC(=O)C(C)SCC(=O)Nc2ccccc2N2CCCCC2)no1 (stereo not given)
 : 11%	1.3	57	0.6%[50 µM]
CCC(C)Sc1ccc([C@@H]2[C@H]3C(=O)N(CC)C(=O)[C@H]3[C@]3(C(=O)OC)CCCCN23)cc1 (stereo not given in full)
 : 4%	-2.8	59	-1.0%
CCOc1ccc(S(=O)(=O)N2CCOCC2)cc1NC(=O)c1ccc(N2CCCC2=O)cc1
 : 5%	0.2	64	0.1%[50 µM]
Cc1ccc(S(=O)(=O)N(C)C)cc1NC(=O)COC(=O)CCC1CCCCC1
 : 2%	1.2	47	0.0%[50 µM]
Oc1ccc(-c2cnc3ccccc3n2)cc1
 : 28%	-1.9	58	0.4%
CN(CC(=O)Nc1cccc(F)c1)C(=O)c1ccc(NC2CC2)c([N+](=O)[O-])c1
 : 9%	1.9	52	1.1%[50 µM]
CC1CC1C(=O)OCC(=O)Nc1ccc(S(=O)(=O)N2CCOCC2)cc1 (stereo not given)
 : 5%	-0.2	59	-0.1%[50 µM]
O=C(NC1CCN(Cc2ccccc2)CC1)c1cn(-c2ccccc2)nc1-c1cccnc1
 : 3%	2.0	73	1.0%[50 µM]
Cc1ccc(C(=O)NCC(=O)N(C)Cc2ccc(Cl)cc2Cl)s1
 : 2%	0.8	58	-0.5%[50 µM]
CCOc1ccccc1NC(=O)COC(=O)Cc1ccsc1
 : 6%	-2.4	72	1.0%[50 µM]
O=S(=O)(c1ccc(F)c(F)c1F)N1CCN(c2ncnc3sccc23)CC1
 : 6%	0.7	55	-0.4%
CCOc1ccc(N2CC(C(=O)Nc3cccc(C(=O)NC4CC4)c3)CC2=O)cc1 (stereo not given)
 : 4%	-0.5	44	0.1%[50 µM]
O=C1CN(C(=O)COc2c(Cl)cccc2Cl)c2ccccc2N1
 : 5%	-0.6	42	0.4%[50 µM]
C#CCOCCOCCOCCNc1nc(N2CCN(C(=O)CCCCCCCCCCNC(=O)Cn3cc(C[C@@H](C)O)nn3)CC2)nc(N2CCN(C(=O)CCCCCCCCCCNC(=O)[C@@H](CCSC)n3cc(CCO)nn3)CC2)n1
 : -3%	2.0	89	-2.2%
O=C(COC(=O)Cn1cnc2ccccc21)Nc1ccc(F)c(F)c1
 : 0%	1.3	53	-0.7%
O=C(NCCCN1CCOCC1)c1cc2ccccc2cc1O
 : 30%	-0.9	64	0.9%[50 µM]
CCN(C(=O)COC(=O)C1CCN(S(=O)(=O)c2ccc(C)c(C)c2)CC1)C1CCS(=O)(=O)C1 (stereo not given)
 : -5%	2.1	76	0.4%[50 µM]
Cc1ccc(S(=O)(=O)N2CCOCC2)cc1C(=O)Nc1cccc(C(=O)NC2CC2)c1
 : 8%	17	68	0.6%[50 µM]
COc1ccc(NS(=O)(=O)c2ccc(C)c(NC(=O)C3CCCO3)c2)cc1 (stereo not given)
 : 4%	-1.4	57	1.6%[50 µM]
COc1ccccc1C(=O)NCCC(=O)NCCCSc1ccccc1
 : 9%	-0.7	78	-0.7%
COc1ccccc1NS(=O)(=O)c1ccc(/C=C/C(=O)N2CCN(C(C)=O)CC2)cc1
 : 1%	-0.2	54	0.3%[50 µM]
NC(=O)N/N=C/c1ccc(-c2ccc(S(=O)(=O)Nc3ncccn3)cc2)o1
 : 1%	-0.3	61	1.2%[50 µM]
Cc1ccc(S(=O)(=O)CCC(=O)NCc2ccccc2F)cc1
 : 3%	1.4	85	-0.3%
CN(CC(=O)Nc1ccccc1C(F)(F)F)C(=O)c1ccccc1Sc1ccccc1C#N
 : 3%	2.9	69	0.0%[50 µM]
c1ccc(C[C@H]2CN=C(Nc3ccccc3)N2CCC2CCCC2)cc1
 : 10%	-5.1	94	6.1%
COc1cccc(OCC(=O)N2CCC3(CC2)CC(=O)c2ccccc2O3)c1
 : 2%	1.6	49	1.3%[50 µM]
COc1cc(OC)cc(-c2c(-c3cccs3)c3cc(-c4ccn[nH]4)ccc3n2C)c1
 : 2%	8.3	55	-0.7%
COc1ccc(CCNC(=O)COC(=O)c2ccc(OC)cc2OC)cc1
 : -7%	0.8	85	1.0%[50 µM]
CC1(C)C[C@H]2C3=CCC4[C@@]5(C)CC[C@H](O)[C@](C)(CO)C5CC[C@@]4(C)[C@]3(C)C[C@H]3O[C@@H]1[C@H](O)[C@]32CO (stereo not given in full)
 : 8%	-1.9	68	-0.6%
CC(C)Cn1c(SCC(=O)N2CCc3ccccc3C2)nc(O)cc1=O
 : 0%	1.5	51	0.3%[50 µM]
COc1ccccc1C(=O)NCCC(=O)OCC(=O)Nc1ccc(S(N)(=O)=O)cc1
 : 3%	-0.4	68	0.1%[50 µM]
CSCCC(NS(=O)(=O)c1ccc2c(c1)OCCO2)C(=O)N(C)Cc1ccccc1F (stereo not given)
 : 8%	0.9	65	-0.1%[50 µM]
O=C(CSC1=NS(=O)(=O)c2cc(F)ccc2N1)NCc1ccc(F)cc1
 : 2%	-1.2	71	0.1%[50 µM]
O=C(NCCC1CCCCN1S(=O)(=O)c1ccccc1)C(=O)NCc1ccccc1 (stereo not given)
 : 7%	0.6	70	-0.1%[50 µM]
Cc1ccc(NC(=O)COc2coc(CN3CCc4ccccc43)cc2=O)c(C)c1
 : 4%	0.2	64	0.7%[50 µM]
Cc1ccc(S(=O)(=O)N2CCOCC2)cc1C(=O)N1CCN(c2ccc(C(F)(F)F)cn2)CC1
 : 5%	-0.6	51	5.8%
Cc1ccccc1C(=O)NCC(=O)OC1CCCCC1=O (stereo not given)
 : 3%	-0.6	55	0.8%[50 µM]
O=C(COC(=O)/C=C/c1cccc(Br)c1)NC1CC1
 : 2%	-0.2	61	0.7%[50 µM]
CC(Sc1nnc(C2CC2)n1-c1ccccc1)C(=O)N1CCCC1 (stereo not given)
 : 7%	0.8	66	1.1%[50 µM]
c1nc(NCc2ccc3c(c2)OCO3)c2cc(-c3ccc4c(c3)OCCO4)ccc2n1
 : 11%	1.0	61	3.4%
CC(C)C(NC(=O)c1ccccc1)C(=O)NC1CCCc2ccccc21 (stereo not given)
 : 8%	1.4	50	0.8%[50 µM]

# (next part)
# Every second line gives: MgcRacGAP inhibition	NTR1 ag	NTR1 ag cell count 20 µM	K1F lysis inhibition
CCOC(=O)C1CCCN(C(=O)c2ccc(S(=O)(=O)Nc3ccccc3OC)cc2)C1 (stereo not given)
 : 11%	0.2	55	0.4%[50 µM]
O=C(COc1ccccc1Cc1ccccc1)Nc1cccc(S(=O)(=O)N2CCOCC2)c1
 : 4%	3.3	66	0.2%[50 µM]
O=C(Nc1ccc(OC(F)(F)F)cc1)c1ccccc1-n1cnnn1
 : 3%	-0.7	63	0.8%[50 µM]
COC(=O)c1ccc(COC(=O)C2CC(O)CN2S(=O)(=O)c2ccc([N+](=O)[O-])cc2)cc1 (stereo not given)
 : 1%	3.5	52	0.3%[50 µM]

# Some of the compounds tested; rates above refer to the full screens.
